Mito fusion act: qHTS Assay for Small Molecule Inhibitors of Mitochondrial Division or Activators of Mitochondrial Fusion; S. cerevisiae fusion-defective mutant growth rescue, CellTiterGlo 48 h; Potency, µM (doses to about 46.1 µM), inactives show at the highest dose growth rescue (activation), most hits filed as activators; 320,000 compounds, 0.23% hits; AID 485298, 2010;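 note: potency is the fitted concentration of half-maximal effect; % of control where 0% means no effect; nearly all actives have a fitted effect of over 45% in size; temperature-sensitive fusion mutants such as fzo1-1 at 37 °C on non-fermentable ethanol glycerol medium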
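Growth-rescue viability read-out: after 48 h at the non-permissive 37C in glycerol/ethanol YPEG, yeast mitochondrial fusion mutants are measured by CellTiterGlo luminescence; compounds (23 nl pinned per well) restoring growth score as division inhibitors or fusion activators.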
TSHR antagonist: Antagonists of the Thyroid Stimulating Hormone Receptor: HTS campaign. TSHR-expressing cells, TSH-stimulated cAMP HTRF, 2 h; stronger effect = lower value. 330,000 compounds, 0.2% hits. AID 504810, 2011. Thyrotropin receptor (Homo sapiens), P16473. activity change, negative = inhibition, % at 11.5 µM;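 active = activity change below a set negative limit, meaning inhibition stronger than a set level, cut at about -70% in these data; inconclusive = activity change between two set negative limits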; note: % is set by controls: 0 for no effect and ±100 for the full control effect
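Inhibition of cAMP made by TSHR-expressing cells under TSH stimulation (4nM final, EC80; 2 h, 37 deg C) is quantified with a one-step lysis HTRF kit, anti-cAMP cryptate versus cAMP-d2.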
KCNH2 3.1 block: qHTS for Inhibitors of KCHN2 3.1: Mutant qHTS; Potassium voltage-gated channel subfamily H member 2, brain isoform KCNH2 3.1 (human); U2OS KCNH2 3.1, thallium flux FluxOr; stronger effect = lower value; activity change, % (tested at about 1.8 µM); 340,000 compounds, 0.95% hits;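 active = maximum activity change below -70%; inconclusive = maximum activity change from -70% to -50%; inactive = maximum activity change above -50%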;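 note: thallium influx rate constant from kinetic fluorescence after stimulation buffer; % is set by controls: 0 for no effect and ±100 for the full control effect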
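Thallium flux via FluxOr fluorescence (Red40 quencher, 45 min loading) in U2OS cells virally expressing the KCNH2 3.1 isoform (1.77 x 10^8 /mL virus, overnight at 37 C). Rate constants from 2-min kinetic reads post-stimulation, normalised to positive and negative controls.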
ELG1 DNA repair: qHTS screen for small molecules that inhibit ELG1-dependent DNA repair in human embryonic kidney (HEK293T) cells expressing luciferase-tagged ELG1; AID 504467, 2011; HEK293T ELG1-luciferase reporter, luminescence, 16 h; DNA damage induced by 5-fluorouridine; 330,000 compounds, 2.3% hits; Potency, µM (top dose mostly 46.1 µM), without a hit: at the highest dose activity change, negative = inhibition, most hits filed as inhibitors; note: potency is the fitted concentration of half-maximal effect; % is set by controls: 0 for no effect and ±100 for the full control effect; nearly all actives have a fitted effect of over 55% in size
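HEK293T cells expressing luciferase-tagged ELG1 (2,000/well) received 5-Fluorouridine plus compound or DMSO for 16 hr at 37 °C. Luciferase was read by ONE-Glo luminescence after 30 min at room temperature.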
TRPV1 ag: HTS Assay for Compounds that Act as Agonists of the Vanilloid Receptor 1; TRPV1-expressing cells, Fluo-8 calcium influx, agonist mode; 320,000 compounds, 0.19% hits; activation, % at 8.33 µM; in the data active = activation above about 80%; inconclusive = between about 30% and that limit; note: 0% is about no effect
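TRPV1-expressing cells were cultured overnight at 35.5C and loaded with Fluo-8 calcium dye for 40 to 90 min at room temperature. After a 10 s baseline, compound was added and calcium influx was read kinetically for 3 min (ex 480/em 520 nm).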
TCR act: Activators of T cell receptors: qHTS campaign; primary human leukocytes, anti-CD3, IL-2 HTRF, 48 h; Potency, µM (top dose mostly 9.22 µM), without a hit: at the top dose activation of IL-2 secretion, usual class: activators; 330,000 tested, under 10 active; AID 504894, 2011; note: % of control where 0% means no effect
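IL-2 produced over 48 hr by a-CD3 bead-stimulated primary human leukocytes exposed to compounds was detected with a homogeneous time-resolved FRET immunoassay, 665nm acceptor signal after 320nm excitation.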
Eya2 inh: qHTS Assay for Inhibitors of the Phosphatase Activity of Eya2; Protein phosphatase EYA2 (Homo sapiens), O00167; recombinant Eya2, OMFP fluorescence dephosphorylation (OMFP is methylfluorescein phosphate); Potency, µM (series often up to 76.9 µM), for inactives: top-dose activity, negative = inhibition, hits mostly inhibitors; 330,000 compounds, 0.006% hits; AID 488837, 2010; note: potency is the fitted concentration of half-maximal effect; % is set by controls: 0 for no effect and ±100 for the full control effect
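Eya2 protein (added as 0.2 uM solution) was preincubated with compound for 10 min at ambient temperature in 50 mM HEPES pH 7.5, 50 mM NaCl, 5 uM MgCl2, 0.05% BSA, 1 mM DTT. OMFP (added at 50 uM) then reacted 10 min; fluorescence read at 485/525 nm.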
AT treatment: qHTS Assay for Identifying a Potential Treatment of Ataxia-Telangiectasia | Potency, µM (series often up to 57.5 µM), without a hit: at the highest dose activation, hits mostly activators | 320,000 compounds, 0.19% hits | […] A-T fibroblasts, KAP-1 phosphorylation AlphaLISA; neocarzinostatin DNA damage 30 min before lysis | AID 485349, 2010; note: potency is the fitted concentration of half-maximal effect; % of control where 0% means no effect; nearly all actives have a fitted effect of over 45% in size
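ATM-like activity read as KAP-1 phosphorylation via AlphaLISA donor/acceptor antibody pairs after lysis and 6 hr at 25C. Cells were ATM-null patient fibroblasts ([…], hTERT), dosed 60 min, then exposed to the DSB inducer NCS for 30 min.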
KCNH2 WT inh: qHTS for Inhibitors of KCHN2 3.1: Wildtype qHTS | Voltage-gated inwardly rectifying potassium channel KCNH2 (Homo sapiens), Q12809 | U2OS, BacMam KCNH2, thallium flux FluxOr; stronger effect = lower value | activity change, % at 1.84 µM | 340,000 compounds, 0.37% hits;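 active = maximum activity change below -70%; inconclusive = maximum activity change between -70% and -50%; inactive = maximum activity change above -50%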; note: % is set by controls: 0 for no effect and ±100 for the full control effect
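U2OS cells were transduced with wild-type KCNH2 virus (2.03 x 10^8 / mL) for 4 h at room temperature, then cultured overnight at 37 C. Thallium flux was read with FluxOr dye. Rate constants were normalized to DMSO controls.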
USP2a block: qHTS Assay for Inhibitors of Ubiquitin-specific Protease USP2a Using CHOP2 as the Reporter. 330,000 compounds, 0.01% hits. Potency, µM (highest dose often 38.3 µM), without a hit: top-dose activity change, negative = inhibition, most hits filed as inhibitors. USP2 core, Ub-CHOP2 coupled fluorogenic reporter, 485/531. Ubiquitin carboxyl-terminal hydrolase 2 (Homo sapiens), O75604;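 note: potency is the fitted concentration of half-maximal effect; plate controls were DMSO wells for no effect and full inhibition by NEM control for full effect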
Target sequence (O75604 whole entry, looked up): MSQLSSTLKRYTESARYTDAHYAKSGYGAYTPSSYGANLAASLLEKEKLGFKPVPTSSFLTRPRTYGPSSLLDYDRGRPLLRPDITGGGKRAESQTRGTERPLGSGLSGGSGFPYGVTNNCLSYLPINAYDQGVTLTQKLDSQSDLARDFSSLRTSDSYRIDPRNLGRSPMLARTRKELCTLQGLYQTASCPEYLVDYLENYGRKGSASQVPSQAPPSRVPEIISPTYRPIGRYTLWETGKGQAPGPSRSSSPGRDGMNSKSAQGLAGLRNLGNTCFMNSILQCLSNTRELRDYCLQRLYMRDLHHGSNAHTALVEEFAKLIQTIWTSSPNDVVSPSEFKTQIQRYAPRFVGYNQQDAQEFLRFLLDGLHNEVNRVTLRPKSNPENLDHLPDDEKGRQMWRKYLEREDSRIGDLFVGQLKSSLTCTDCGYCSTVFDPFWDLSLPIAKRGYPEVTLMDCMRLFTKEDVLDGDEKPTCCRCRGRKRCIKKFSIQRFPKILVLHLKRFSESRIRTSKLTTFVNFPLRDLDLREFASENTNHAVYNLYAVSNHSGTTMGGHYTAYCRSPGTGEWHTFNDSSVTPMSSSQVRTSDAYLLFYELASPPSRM
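USP2 core (10nM final) preincubated 30min RT with compound in 20mM Tris-HCl pH 8.0, 2mM CaCl2, 2mM beta-mercaptoethanol, 0.05% CHAPS; 25nM Ub-CHOP2 plus 25nM reporter substrate added, fluorescence (Ex485/Em531) read after 60min.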
* = called active by the depositor; ? = inconclusive; . = no result given; [ ] = remark or other dose. Unless noted, calls come from the whole dose curve; as a rule, active = well fitted curve in the direction sought with a large enough effect; inconclusive = small, poorly fitted or top-dose-only effect, or another doubt; inactive = no such curve, though single readings can be large; an effect the other way counts as inactive or inconclusive. This is a subset; rates above refer to the full screens.

SMILES	Mito fusion act	TSHR antagonist	KCNH2 3.1 block	ELG1 DNA repair	TRPV1 ag	TCR act	Eya2 inh	AT treatment	KCNH2 WT inh	USP2a block
CC(NC(=O)C(C)N1C(=O)c2cccc([N+](=O)[O-])c2C1=O)c1ccccc1 (centres undefined)	3%	-20	2	1%	-5	2%	-7%	2%	1	0%
O=c1[nH]c2cc(Cl)c([N+](=O)[O-])nc2[nH]1	-1%	16	9	9%	2	2%[46.1 µM]	-7%	-4%	16	2%
CC(C)CCN(CC(=O)NC(C)(C)C)C(=O)C(=O)Nc1ccc2c(c1)OCCO2	-3%	10	2	-7%	9	.	-6%	1%	7	0%
Cc1ccc(C(C(=O)NC(C)(C)C)N(C(=O)c2csnn2)C2CC2)cc1 (centres undefined)	0%	-1	3	13%	0	2%[46.1 µM]	2%	0%	0	-1%
O=C(CN1CCNCC1)Nc1ccccc1Cl	1%	4	-8	-1%	0	-2%	-1%[15.4 µM]	-1%	12	3%
O=C(C[n+]1cc2ccccc2c2ccccc21)c1ccccc1	0%	-2	-4	-7%	0	1%	8%	-2%	3	1%
CC(=O)OCC12COC3c4ccccc4OC(C)(CC1C)C3C2C (centres undefined)	3%	-14	-11	-16%	18	-4%	3%	3%	3	0%
OCc1ccccc1OCCCOc1cccc2cccnc12	6%	10	0	?	-1	.	-1%	1%	-1	0%
COc1ccccc1NC(=O)COC(=O)c1ccc(S(=O)(=O)NCc2ccco2)cc1	-2%	-8	17	?	-1	4%	-4%	1%	8	1%
O=C(CCn1nnc2ccccc21)Nc1nnc(Cc2ccc(F)cc2)s1	0%	-14	-7	3%	4	2%	11%	11%	2	3%
CCN(CC)C(=O)CSC1=Nc2ccccc2C2=NC(c3ccccc3)C(=O)N12 (centres undefined)	-1%	-13	-9	-1%	-1	4%	5%	2%	7	2%
Cc1ccc(/C=N/NC(=S)NCCc2ccccc2)s1	4%	4	4	12%	19	-3%	-2%	8%	10	1%
O=C(C[n+]1ccc(C(=O)c2ccccc2)cc1)Nc1ccc(C(F)(F)F)cc1	6%	4	-12	-12%	2	11%	-6%	-2%	-3	3%
COc1ccc(CCNC(=O)C(=O)NCCOc2ccccc2)cc1OC	0%	7	-3	-6%	10	-2%[46.1 µM]	0%	-1%	12	0%
CC(=O)c1cccc(NC(=S)NC(=O)Cc2ccccc2)c1	-1%	11	10	15%	?	6%	-29%	5%	0	3%
Cc1ccc(C2C(C#N)=C(N)Oc3c2sc2ccccc32)o1 (centres undefined)	5%	-11	.	8%	-1	.	31%	5%	.	7%
CCc1ccc(C(C)NC(=O)/C(C#N)=C\c2cn[nH]c2-c2ccccc2)cc1 (centres undefined)	?	.	-33	.	18	.	.	.	-4	.
Cn1ncnc1SCc1cn2cccnc2n1	9%	-2	-3	6%	-1	1%	12%	2%	0	2%
O=C(CN(C(=O)C1COc2ccccc2O1)c1ccccc1)NCC1CCCO1 (centres undefined)	1%	-13	-17	6%	-2	1%	0%	2%	-7	1%
Cc1cc(C)cc(C(=O)N2CCN=C2SCc2ccc([N+](=O)[O-])cc2)c1	19%	13	-12	?	1	1%[46.1 µM]	1%	2%	15	4%
c1ccc(CSc2ccc(-c3cccnc3)nn2)nc1	3%	2	-14	?	4	.	-1%	-3%	-27	-1%
CCOc1cc(C2NC(=O)NC(C)=C2C(=O)OC(C)CC)cc(Br)c1O (centres undefined)	3%	5	-5	-5%	-2	2%	14%	7%	-3	-1%
CCCOC(=O)C1=C(C)NC2=C(C(=O)C(C(=O)OC)C(C)C2)C1c1ccc(N(C)C)cc1 (centres undefined)	1%	11	14	2%	.	3%	?	-4%	7	1%
CCc1ccc(Nc2n[n+](-c3ccccc3)c(-c3ccc(OC)c(Br)c3)s2)cc1	-21%	-4	9	-3%	2	2%	-4%	-8%	35	3%
O=C(N[C@H]1C/C=C\C[C@@H](CC(=O)N(CCO)Cc2ccccc2)C(=O)N[C@H](Cc2c[nH]c3ccccc23)COC1=O)OCC1c2ccccc2-c2ccccc21	.	-9	-7	21µM*	.	3%	4%	1%	0	-3%
CCOC(=O)c1c(NC(=O)C2C3C=CC(C3)C2C(=O)O)sc2c1CC(C)(C)OC2 (centres undefined)	4%	6	4	6%	3	-4%	-1%	0%	1	1%
CC(=O)NC1C(=O)SC1(C)C (centres undefined)	1%	-3	.	2%	-1	.	5%	-3%	.	1%
COc1cc(C(=S)N2CCOCC2)ccc1OC(=O)c1ccccc1	1%	-2	-13	11%	23	-6%	-8%	-5%	8	1%
COc1cccc(N(CC(=O)NC(C)c2ccccc2)S(C)(=O)=O)c1 (centres undefined)	9%	21	-9	4%	-1	-2%	9%	-2%	-7	3%
O=C(CNC(=O)c1cccs1)OCC(=O)c1ccc2ccccc2c1	-4%	2	-1	-3%	3	5%	-7%	0%	-13	0%
CC(Oc1ccc(Cl)cc1Cl)C(=O)Nc1ccncc1 (centres undefined)	3%	-22	-3	5.8µM*	?	-6%	10%	-1%	-3	1%
CSc1ccc(S(=O)(=O)NCC(=O)OCC(=O)NC2(C#N)CCCCC2)cc1[N+](=O)[O-]	-3%	1	-33	1%	-1	4%	-5%	-5%	-1	1%
CC(=O)NC1=NN(C(C)=O)C(C)(c2ccc(C)cc2)S1 (centres undefined)	-2%	3	-4	6%	0	-2%[46.1 µM]	-1%	-5%	2	0%
CC(=O)CCC1C2C(O)C(C(C)C)C(OC(=O)/C=C/c3ccccc3)CC12C (centres undefined)	3.5µM*	-3	5	?	?	3%	-8%	8%	6	-6%
COc1ccc2nc(SCC(=O)NCC3CCCO3)c(C#N)cc2c1 (centres undefined)	-3%	4	?	?	0	-8%	8%	3%	-9	-1%
O=C(NNC(=O)C1CCN(S(=O)(=O)c2ccc(Cl)cc2)CC1)c1ccccc1	1%	-4	8	5%	-7	-5%[46.1 µM]	-3%	17%	17	3%
S=C(NCCc1ccccc1)Nc1ccc(Br)cc1	?	-20	-9	?	23	-7%[46.1 µM]	6%	4%	1	-1%
Clc1ccc(-c2csc(-c3cccnc3)n2)s1	2%	-3	-6	?	12	-1%	-2%	17%	0	0%
O=C(N(c1ccccc1)c1ccccc1)n1ccnc1	6%	6	-7	-1%	-2	1%[46.1 µM]	-2%	4%	10	0%
COC(=O)c1ccc(NC(=O)Nc2ccccc2F)cc1	1%	-3	.	?	24	-9%	1%	.	-9	-1%
CCn1c(=O)c(C(=O)CN2CCN(S(=O)(=O)c3ccccc3)CC2)c(N)n(Cc2ccccc2)c1=O	2%	-10	-7	?	1	5%	-1%	1%	18	0%
O=C(CNC(=O)c1ccccc1F)OCCOc1cccc(Cl)c1	7%	-5	-14	0%	3	1%	-36%	-11%	0	0%
Cc1onc(-c2ccc(Cl)cc2Cl)c1C(=O)/C=C/N(C)C	0%	-3	-12	-1%	3	7%	2%	7%	-2	-4%
Cc1cccc(C)c1NC(=O)CCCCCNS(=O)(=O)c1ccccc1	-1%	2	21	-2%	-5	-2%	-4%	1%	0	0%
Nc1nonc1-n1nnc(C(=O)N/N=C/c2ccccc2Cl)c1CSc1ccccc1	5%	-10	-3	-17%	-2	2%	-6%	5%	8	-3%
CC(C)(C)OC(=O)NCc1ccc(CNC(=O)c2[nH]cnc2C(=O)N[C@@H](Cc2ccccc2)C(=O)OC(C)(C)C)cc1	-1%	-12	-20	?	19	-6%	-5%	3%	-7	1%
Cc1cc(C)nc(NS(=O)(=O)c2ccc(N/C=C\C(=O)c3ccc(Cl)cc3)cc2)n1	-3%	-1	3	-9%	-2	4%	9%	6%	2	1%
CCc1cccc(OCCCN2C(=O)NC(C)(C)C2=O)c1	3%	6	-2	10%	24	3%	17%	-2%	3	-1%
